# TNAP inh Pi: blocks human TNAP phosphate release | purified TNAP, pNPP, malachite green phosphate absorbance | inhibition, % at 20 µM | 21,000 tested, under 10 active | AID 614
# Target sequence (P05186 whole entry, looked up): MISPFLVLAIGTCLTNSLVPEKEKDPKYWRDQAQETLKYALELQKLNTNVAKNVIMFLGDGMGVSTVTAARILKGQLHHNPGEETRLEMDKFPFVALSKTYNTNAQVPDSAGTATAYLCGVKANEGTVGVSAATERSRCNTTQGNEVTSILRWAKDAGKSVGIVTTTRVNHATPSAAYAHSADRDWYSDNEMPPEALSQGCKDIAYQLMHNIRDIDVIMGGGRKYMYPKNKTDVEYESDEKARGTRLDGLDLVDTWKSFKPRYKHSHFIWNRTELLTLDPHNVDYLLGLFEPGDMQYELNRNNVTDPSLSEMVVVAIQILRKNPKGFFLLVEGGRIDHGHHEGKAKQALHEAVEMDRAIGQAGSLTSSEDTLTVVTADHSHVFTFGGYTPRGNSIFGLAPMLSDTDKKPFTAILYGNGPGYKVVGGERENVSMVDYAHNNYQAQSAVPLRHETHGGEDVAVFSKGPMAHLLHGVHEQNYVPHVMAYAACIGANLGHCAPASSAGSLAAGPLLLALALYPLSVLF
# TNAP pNPP inh: blocks human TNAP p-nitrophenol release; P05186; purified TNAP, pNPP hydrolysis, absorbance 405 nm; inhibition, % at 20 µM; 21,000 tested, under 10 active;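 further: 0% = DMSO only wells and 100% = 1 mM levamisole wells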
# * hit, by the source's call.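 How the source made its calls: active means inhibition above 50% at the 20 µM single-dose screen; inactive means the rest.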 A portion of the library; rates above refer to the full screens.
SMILES,TNAP inh Pi,TNAP pNPP inh
CCOc1ccccc1N(C(=O)c1snc(C(N)=O)c1N)C(C(=O)NC1CCCC1)c1ccco1 (configuration not stated),4,-1
COc1ccc(N2C(=O)CSC23C(=O)Nc2ccccc23)cc1OC (configuration not stated),-20,-1
CC(C)(C)c1[nH]nc2c1C(Cc1ccccc1)C(C#N)=C(N)O2 (configuration not stated),0,6
Cc1ccc(S(=O)(=O)NC2=NCN(CCN3CCOCC3)CN2)cc1,10,2
CCn1c(-c2cc(OC)c(OC)c(OC)c2)n[nH]c1=S,19,9
O=c1c(N2CCOCC2)nsnc1N1CCOCC1,11,6
CC(C)Cc1cc(C(=O)O)n[nH]1,5,1
COc1ccc(/C(O)=C2/C(=O)C(=O)N(CCCN(C)C)C2c2ccc(C)o2)cc1Cl (configuration not stated),6,2
OC(COCc1ccc(Cl)cc1)CN1CCN(CC(O)COCc2ccc(Cl)cc2)CC1 (configuration not stated),-11,2
O=C(NCC1CCCO1)c1ccc(COCC(F)(F)C(F)F)cc1 (configuration not stated),8,4
O=C(Nc1ccccn1)c1cccc(S(=O)(=O)N2CCOCC2)c1,0,0
CCN1CCN(c2oc(COc3ccc(-c4ccccc4)cc3)nc2C#N)CC1,4,-2
CCOC(=O)C(Cc1c[nH]c2ccccc12)NC(=O)c1ccco1 (configuration not stated),10,4
Cn1cnc2cc(NS(=O)(=O)c3ccc(Br)cc3)ccc21,-9,7
COc1cc(-c2nnc(SCC(=O)Nc3cc(C)on3)n2C)cc(OC)c1O,2,-1
Cc1ccccc1N1CCN(Cc2cccc(C(=O)O)c2)CC1,0,2
Cc1ccc(C)c(NS(=O)(=O)c2cc(C(N)=O)ccc2C)c1,5,2
Cc1cc(N2CCN(C(=O)c3ccco3)CC2)n2ncc(-c3ccccc3)c2n1,8,2
Cc1cc(C)cc(OCC(=O)N2CCCCCC2)c1,10,-1
COc1ccc(C(c2nnnn2C2CCCC2)N2CCC(C)CC2)cc1 (configuration not stated),7,2
Cc1cc(C)nc(N2CCC(CNC(=O)CCc3ccccc3)CC2)n1,8,4
Cc1cccc(-c2nc(C#N)c(N3CCCCCC3)o2)c1,7,0
C=CCNC(=O)C1CCN(S(=O)(=O)c2ccc(Br)cc2)CC1,3,-1
Cn1cc(Cl)c(C(=O)NC2CCCCCC2)n1,-5,5

# Two entries picked at random from the list so far:
SMILES,TNAP inh Pi,TNAP pNPP inh
COc1cc(-c2nnc(SCC(=O)Nc3cc(C)on3)n2C)cc(OC)c1O,2,-1
C=CCNC(=O)C1CCN(S(=O)(=O)c2ccc(Br)cc2)CC1,3,-1

# (listing goes on)
SMILES,TNAP inh Pi,TNAP pNPP inh
Cc1cc(C)c2nc(SCCC#N)nc(C)c2c1,4,0
Cc1ccc2cc(C(c3nnnn3C3CCCC3)N3CCN(c4ccccc4)CC3)c(=O)[nH]c2c1 (configuration not stated),5,5
COc1ccc(/C=C(/C#N)c2cccnc2)cc1OC,4,0
CCN(CC)c1ccc2c(Cl)c(Br)c(=O)oc2c1,3,3
COc1cc(C)nc(NS(=O)(=O)c2ccccc2)n1,6,8
O=C(c1cccc(OC(F)F)c1)N1CCN(c2ncccn2)CC1,8,6
Cc1nn(-c2ccccc2)c2c1C(=O)NC(=O)C(C)(C)C2,11,5
COc1ccc(CC(=O)Nc2cccc(-c3nnc(-c4ccco4)o3)c2)cc1,10,4
CCC(Oc1ccccc1)C(=O)NCc1cccnc1 (configuration not stated),-23,3
CCN(CC)S(=O)(=O)c1csc(C(=O)NC2CCCCC2)c1,18,1
Cc1cccc(NC(=O)CN(C)S(=O)(=O)c2ccc(Cl)cc2)n1,5,1
CC(C)C(=O)Nc1cccc(NC(=O)CCN2C(=O)c3ccccc3S2(=O)=O)c1,-7,2
CCOC(=O)Cc1csc(NC(=O)CSc2nnnn2-c2ccc(CC)cc2)n1,0,0
CCCCOc1[nH]c2nc(-c3ccco3)n(Cc3ccco3)c(=N)c2c1C#N,8,-2
O=C(Nc1ccc2c(c1)OCO2)N1CCN(c2cccc(C(F)(F)F)c2)CC1,5,0
COc1ccccc1C1C=C(c2ccc(Cl)cc2)Nc2nc(NS(C)(=O)=O)nn21 (configuration not stated),0,0
CN1CCN(CC(=O)Nc2nc(-c3ccccc3)cs2)CC1,7,2
CCOC(=O)c1cccc(S(=O)(=O)N(CCO)Cc2cc3cc(OC)ccc3[nH]c2=O)c1,7,5
ONC(=Nc1ccccc1)C(=Nc1ccccc1)NO,-2,6
Cc1cc(C)n(-c2nc(C)nc(N)n2)n1,6,2
COc1ccc(OC)c(C(=O)c2coc3ccc(O)cc23)c1,8,2
CCOc1ccccc1Oc1coc2cc(OC(=O)c3ccco3)ccc2c1=O,-6,6
CCS(=O)(=O)N1CCN(C(C)CCc2ccccc2)CC1 (configuration not stated),8,0
COc1cc2c(C(=O)N3CCN(c4ccccc4)CC3)c(C)oc2cc1Br,8,2
COc1ccc(CN2C(=O)[C@@H]3C(c4ccccc4Cl)=NO[C@@H]3C2=O)cc1,4,5
COC(=O)c1[nH]c(C)c(/C(O)=C2\C(=O)C(=O)N(CCN3CCOCC3)C2c2cccnc2)c1C (configuration not stated),9,5
CC(=O)c1cc(C#N)c(SCC(=O)C(C)(C)C)nc1C,-11,-1
Cc1ccc2c(CSc3nnc(C4CC4)n3N)cc(=O)oc2c1C,17,7
COC(=O)C(C)Sc1nc2c(c(=O)[nH]c(=O)n2C)n1CCCc1ccccc1 (configuration not stated),-15,6
COc1cc(-c2nnc(CSc3nnc4nc(C)cc(C)n34)o2)cc(OC)c1OC,4,0
COc1ccc(Nc2cc(C)nc(N3CCOCC3)n2)cc1,-14,-1
Cc1nn(-c2ccccc2)cc1/C=N/O,14,8
CN1CCN(S(=O)(=O)c2ccc(NC(=O)C3CCCO3)cc2)CC1 (configuration not stated),12,4
CC(C)C(c1nnnn1Cc1ccc(F)cc1)N1CCN(Cc2ccc3c(c2)OCO3)CC1 (configuration not stated),4,-8
CCOc1c(C)cc2[nH]c(CCC(=O)O)nc2c1C,0,0
O=C(Cn1c(C(=O)N2CCc3ccccc3C2)cc2sccc21)c1ccccc1,14,5
Cc1cc(NCCN2CCOCC2)n2nc(C)c(-c3ccc(Cl)cc3)c2n1,7,4
c1ccc2c(c1)CCCC2C1=NCCN1 (configuration not stated),11,5
CSc1[nH]c(=O)c(C(=O)O)cc1C#N,6,0
CCCN1C(=O)c2ccc(C(=O)Nc3cc(C)on3)cc2C1=O,12,4
O=C(Oc1ccccc1)c1cccc(N2C(=O)CCC2=O)c1,11,8
O=C(Cn1nnc(-c2ccccc2NC(=O)c2ccco2)n1)NC1CCCCC1,8,5
c1ccc(OCCCc2nc(-c3ccncc3)no2)cc1,13,4
O=C(CSc1ncn[nH]1)Nc1cccc2ccccc12,3,1
O=C(CCN1C(=O)c2ccccc2C1=O)Nc1ccc2c(c1)OCCO2,18,5
c1ccc2c(c1)NC1(CCCC1)n1c-2nc2ccccc21,10,4
Cc1ccc(OCc2nc(C#N)c(NCCCn3ccnc3)o2)cc1,-17,6
CC(=O)COc1cc(C)cc2oc(=O)c(C)c(C)c12,8,-2
COc1ccc(C(=O)NCC23C=CC(O2)C2C(=O)N(Cc4ccccc4)C(=O)C23)cc1 (configuration not stated),-4,-8
CCOC(=O)NC1(C(F)(F)F)NC(=O)N(Cc2ccco2)C1=O (configuration not stated),2,-6
CCc1nnc(NS(=O)(=O)c2ccc(NC(=O)OC)cc2)s1,13,4
CCc1c(C)[nH]c(=S)c(C#N)c1C,16,9
COc1ccccc1-c1nnc2sc(COc3ccc(Cl)cc3)nn12,13,5
O=C(NCCCc1ccccc1)c1ccncc1,4,1
Cc1csc(Sc2nc3c(c(=O)[nH]c(=O)n3C)n2Cc2ccccc2Cl)n1,-9,7
Cc1cc(C(=O)N2CCN(C/C=C/c3ccccc3)CC2)cs1,4,0
CCCCOc1ccc(C(=O)Nc2ccc(N3CCN(C)CC3)cc2)cc1,8,1
OCC#Cc1cnc2ccccc2c1,6,4
CSc1nncc(=O)[nH]1,12,8
O=P1(O)C=C(c2ccccc2)OC(c2ccccc2)=C1,11,8

# Next structures:
SMILES,TNAP inh Pi,TNAP pNPP inh
Cc1csc(NC(=O)CSc2nnc(-c3ccccn3)n2-c2ccc(C)c(C)c2)n1,9,1
Cc1ccc2c(c1)c1c3n2CCN(C(=O)Cn2c(-c4ccccc4)noc2=O)C3CCC1 (configuration not stated),7,8
CCOC(=O)c1cnc(-n2nc(C)cc2C)nc1N1CCOCC1,5,-12
O=C(CN1C(=O)c2cccc3cccc1c23)NCc1cccnc1,0,0
CCc1cccc(NC(=O)c2ccc(Br)o2)c1,0,7
CC(C)[C@H](NC(=O)Nc1ccc(Oc2ccccc2)cc1)C(=O)O,-1,1
CC(C)C(C)(C#N)NC(=O)CSc1nnc(-c2ccncc2)n1Cc1ccccc1 (configuration not stated),-4,-15
COCCCN1C(=O)C(=O)/C(=C(/O)c2ccc3c(c2)CC(C)O3)C1c1cccnc1 (configuration not stated),0,0
COCCNc1nc2c(c(=O)n(Cc3ccc(OC)cc3)c(=O)n2C)n1C,-11,6
COc1ccccc1OCCNC(=O)c1ccccc1C,6,-3
COC(=O)c1sc(NC(=O)C(C)C)c(C(=O)OC)c1C,1,6
O=C(O)C1(c2cccc(Cl)c2)CCC1,4,0
CCOC(=O)c1ccccc1OCc1cc(/C=N/n2cncn2)ccc1OC,11,6
CCOC(=O)CNC(=O)Nc1ccccc1C(=O)OC,12,7
CC(C)Oc1ccc(/C(O)=C2/C(=O)C(=O)N(CCN(C)C)C2c2ccco2)cc1 (configuration not stated),-6,1
O=C(CCS(=O)(=O)Cc1ccccc1)NC1CCCCC1,-5,4
Cn1ncc2c1ncn1nc(CCc3ccccc3)nc21,6,1
CC1(C)Cc2c(sc3c2c(=O)n(Cc2ccccc2)c2nncn32)CO1,-4,5
COc1ccc2[nH]c(C)c(C(=O)CN3CCOCC3)c2c1,0,0
O=C(Cc1cn2ccsc2n1)Nc1nc2c(s1)CCCC2,5,1
C(=N\n1cnnc1)/c1ccccn1,7,3
CCn1c(=O)c2c(nc(SCc3ccccn3)n2C)n(C)c1=O,6,2
O=C(c1nc(-c2ccccc2)n(-c2ccccc2)n1)N1CCCCCC1,0,0
CCc1nc(OCCN(C)C)c2oc3ccccc3c2n1,13,0

# Arranged by SMILES length (ascending): some entries from above
SMILES,TNAP inh Pi,TNAP pNPP inh
CSc1nncc(=O)[nH]1,12,8
OCC#Cc1cnc2ccccc2c1,6,4
C(=N\n1cnnc1)/c1ccccn1,7,3
O=C(NCCCc1ccccc1)c1ccncc1,4,1
O=C(O)C1(c2cccc(Cl)c2)CCC1,4,0
COc1ccccc1OCCNC(=O)c1ccccc1C,6,-3
CCc1cccc(NC(=O)c2ccc(Br)o2)c1,0,7
CCc1nc(OCCN(C)C)c2oc3ccccc3c2n1,13,0
O=C(Cc1cn2ccsc2n1)Nc1nc2c(s1)CCCC2,5,1
O=P1(O)C=C(c2ccccc2)OC(c2ccccc2)=C1,11,8
COC(=O)c1sc(NC(=O)C(C)C)c(C(=O)OC)c1C,1,6
O=C(CN1C(=O)c2cccc3cccc1c23)NCc1cccnc1,0,0
CCn1c(=O)c2c(nc(SCc3ccccn3)n2C)n(C)c1=O,6,2
CCOC(=O)c1ccccc1OCc1cc(/C=N/n2cncn2)ccc1OC,11,6
O=C(c1nc(-c2ccccc2)n(-c2ccccc2)n1)N1CCCCCC1,0,0
CC(C)[C@H](NC(=O)Nc1ccc(Oc2ccccc2)cc1)C(=O)O,-1,1
COCCNc1nc2c(c(=O)n(Cc3ccc(OC)cc3)c(=O)n2C)n1C,-11,6
CC(C)C(C)(C#N)NC(=O)CSc1nnc(-c2ccncc2)n1Cc1ccccc1 (configuration not stated),-4,-15
Cc1csc(NC(=O)CSc2nnc(-c3ccccn3)n2-c2ccc(C)c(C)c2)n1,9,1
CC(C)Oc1ccc(/C(O)=C2/C(=O)C(=O)N(CCN(C)C)C2c2ccco2)cc1 (configuration not stated),-6,1
COCCCN1C(=O)C(=O)/C(=C(/O)c2ccc3c(c2)CC(C)O3)C1c1cccnc1 (configuration not stated),0,0

# Going on with the list:
SMILES,TNAP inh Pi,TNAP pNPP inh
O=C(CCN1CCCCCC1)Nc1ccc(F)cc1,8,0
CCOc1ccccc1N(CC(=O)NC(C)(C)C)C(=O)c1ccc(CN2CCOCC2)o1,4,5
O=C(O)C1CC(=O)N(CCc2c[nH]c3ccccc23)C1 (configuration not stated),10,8
COCCOCCn1c(CCCO)nc2ccccc21,0,0
CSc1sc(C(=O)O)c2c1C(=O)CCC2,1,0
N#CCSc1nnc(COc2cccc3ccccc23)n1-c1cccc(Cl)c1,10,3
CCOCc1nc(C)c(Cl)c(NS(=O)(=O)c2ccc(N)cc2)n1,3,-2
Cc1c(C2N3CC4(C)CN2CC(C)(C3)C4=O)c2ccccc2n1C (configuration not stated),8,3
CCN(CC)CCOC(=O)C1(c2ccccc2)CCOCC1,14,7
Cc1ccc(C)c(S(=O)(=O)C(C#N)c2nc3ccccc3nc2N2CCCC2)c1 (configuration not stated),-26,2
O=C(O)COc1cccc2nsnc12,11,0
CC1(C)NC(=O)N(CCCCOc2ccc3c(c2)CCC3)C1=O,8,2
Cc1occc1-c1nnc(SCC(=O)NCc2ccco2)n1CC(C)C,8,4
COc1ccc(-n2nnnc2SCC(=O)N2C(C)CCCC2C)c(OC)c1 (configuration not stated),0,-7
O=C(NC1CCCCC1)C(c1ccco1)N(Cc1ccco1)C(=O)c1ccco1 (configuration not stated),2,-2
CC1(C)CC(=O)C2=C(C1)OC(N)=C(C#N)C2C1C=CCCC1 (configuration not stated),6,2
O=c1cc(-c2ccc(Cl)c(Cl)c2)[nH][nH]1,7,2

# Assay outcomes: PubChem, Sanford-Burnham Center for Chemical Genomics
